Compound activity as filed in PubChem BioAssay.
ERK EGF block = inhibitors of EGF-stimulated ERK signaling pathway; HEK293-V1b, EGF-stimulated phospho-ERK AlphaScreen; Potency, µM (doses to about 11.5 µM), without a hit: at the top dose activity change, negative = inhibition, hits mostly inhibitors; actives 0.41% (n = 130,000); AID 1454; active = well fitted inhibition curve with a large enough effect; inconclusive = small, poorly fitted or top-dose-only effect, or effect the other way;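 also: plate controls were stimulated vehicle wells for no effect and unstimulated vehicle basal for full effect; nearly all actives have a fitted effect of over 55% in size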
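HEK293 cells stably expressing V1b receptor, serum-reduced (1% FBS) overnight, pretreated 30 min with compound, then stimulated 5 min with 25 nM EGF; phospho-ERK detected by AlphaScreen SureFire. AC50 from Hill fits, normalized to DMSO and EGF.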
An asterisk follows results filed as active; ? = inconclusive; & = joins results of further samples; ! = a repeat was not active; [ ] = remark or other dose. Potency is read from the fitted curve at half-maximal effect. Only part of the results is shown (hit frequency here may not be typical).

SMILES	ERK EGF block
CCOC(=O)C1(CCCc2ccccc2)CCN(Cc2cnc(C)s2)CC1	0.8%
CCC(C)N(C)C1CCN(C(=S)Nc2cccc(SC)c2)CC1 (stereo not drawn)	1.7%
CC1(C)CC(N2CCCC2)=CC(=[N+]2CCCCCC2)C1	5.3%
CCCCc1ccc(C2C3=C(CC(C)(C)CC3=O)NC3=C2C(=O)c2ccccc23)cc1 (stereo not drawn)	0.6%
CN(C[C@@H](CC1CCCCC1)N(C[C@H](Cc1ccccc1)N(CCc1ccccc1)N=O)N=O)N=O	-0.3%[57.5 µM]
O=C(CNC(=O)c1ccccc1)NCC(=O)OCc1ccccc1Cl	31.1%
Cc1ccc(OCC(=O)N(Cc2ccccc2)c2ccccn2)cc1	-10.5%
COc1cc(C(=O)N=c2sc3c(C)ccc(OC)c3n2C)cc(OC)c1OC	-0.2%[57.5 µM]
COc1ccc(CNC(=O)CSc2ncnc3ccccc23)cc1OC	-2.8%
CC/C=C\C/C=C\C/C=C\C/C=C\C/C=C\C/C=C\CCC(=O)NCC(=O)O	-0.8%
COc1ccc(C2NCCn3cccc32)cc1 (stereo not drawn)	4.4%
CN(CCC#N)C(=O)COC(=O)c1c2c(nc3ccccc13)/C(=C/c1ccco1)CC2	-1.5%
C/C(=C\C(=O)c1ccccc1)Nc1ccc2c(c1)OCO2	8.8%
O=C(CC1C(=O)NCCN1Cc1c(F)cccc1Cl)NCCCn1ccnc1 (stereo not drawn)	-19.9%
COc1ccc(C(=O)C2CCCN(Cc3cccn3-c3nccs3)C2)cc1F (stereo not drawn)	-5.7%
O=c1[nH]nc(SCc2nnc(-c3cccc(Cl)c3)o2)n1C1CCCCC1	22.9%[57.5 µM]
COc1ccc(C(=O)C[n+]2ccccc2C)cc1	-8.5%
CC(C)NCC1CCc2cc(CO)c([N+](=O)[O-])cc2N1 (stereo not drawn)	1.1%[57.5 µM]
CC(C)c1ccc(NC(=O)COc2ccccn2)cc1	5.2%
C=CCSc1nnc(CNC(=O)c2ccc(Cl)cc2)n1CC	-1.3%
COC(=O)Cc1ccc(NC(=S)N2CCN(c3ccc(OC)cc3)CC2)cc1	0.6%
O=C(NCc1ccc(Cl)cc1)c1ccc(CSc2nc3ccncc3[nH]2)cc1	18.9%[57.5 µM]
COc1cccc2cc(C(=O)N(Cc3ccccc3)CC3CCCO3)c(=O)oc12 (stereo not drawn)	6.3%
Cc1nnc(NC(=O)c2ccco2)s1	-3.2%
Cc1ccc(C)n1-c1ncc(Br)cn1	-2.2%
CCCCCCCCCC(=O)OCC(O)CO (stereo not drawn)	-2.9%[57.5 µM]
Cc1ccccc1NC(=O)CCCSc1nc2ccccc2s1	-5.3%
Cc1nc([N+](=O)[O-])cn1CC(O)c1ccc(-c2ccccc2)cc1 (stereo not drawn)	-10.7%[57.5 µM]
CCn1c(N)c(C(=O)NC2CCCCC2)sc1=S	-11.4%
Clc1ccccc1C1CC(c2ccccc2)=Nc2ccccc2N1 (stereo not drawn)	-3.1%[57.5 µM]
O=C(CSc1n[nH]c(=O)[nH]c1=O)NCC1CCCCC1	5.5%[57.5 µM]
O=C(Cc1cccs1)N=Nc1c(O)[nH]c2ccccc12	5.4%[57.5 µM]
Cc1n[nH]c(=O)n1-c1ccc(OC(F)(F)F)cc1	-2.3%
CC1CN(c2ccc([N+](=O)[O-])cc2C(=O)N2CCOCC2)CC(C)N1 (stereo not drawn)	6.9%
CCCn1c(=O)c(C)cn2nc(N)nc12	-11.9%
CCn1ccnc1CN(C)Cc1nc(Cc2cccc(C(F)(F)F)c2)no1	6.0%
CCN(CC)S(=O)(=O)c1cccc(C(=O)N/N=C(\C)c2cccs2)c1	0.8%
C[n+]1cc2c3c(ccc2c2ccc4cc5c(cc4c21)OCO5)OCO3	25.1µM*!
O=[N+]([O-])c1ccc(-c2ccc(/C=N/Nc3nc(N4CCCC4)nc(N4CCCC4)n3)o2)cc1	-0.8%
Cc1cc(N/N=C/c2ccc(O)c(C)c2O)nc(-c2ccccc2O)n1	?
COc1ccc(-c2csc(NNC3=NCCCCC3)n2)cc1	-5.9%
COc1ccc(S(=O)(=O)Nc2ccc(N3CCOCC3)nc2)cc1	-5.3%
Cc1ccc(-c2csc(NC(=O)CCNC(=O)c3ccco3)n2)cc1	9.2%
COc1ccccc1/C=C/C=N/n1c(C)nnc1C	-5.1%
COc1cc(/C=C/C(=O)NCc2ccccn2)cc(OC)c1OC	5.3%
Oc1ccc2ccccc2c1/C=N/Nc1ccccc1	-0.1%
COc1cccc(NS(=O)(=O)c2cc(C)sc2C)c1	-5.7%
COCCCNCCOCCOc1ccc(C)cc1Br	4.1%
O=C(c1cnccn1)N1CCC2(CC1)CN(Cc1nccs1)C2	-8.4%
O=C(NNS(=O)(=O)c1ccccc1[N+](=O)[O-])c1ccccc1[N+](=O)[O-]	12.4%
Cc1ccc(OCC(=O)N(Cc2cccs2)C2CCS(=O)(=O)C2)cc1 (stereo not drawn)	-4.9%[57.5 µM]
O=C(Nc1ccc(S(=O)(=O)NCc2ccco2)cc1)C1CCCCC1	8.5%
CC(C)c1ccc[n+](-c2nc([O-])sc2C=O)c1	-2.6%[57.5 µM]
CCS(=O)(=O)N1CCN(C(=O)CC(C)C)CC1	-4.4%
O=S(=O)(NCc1cccnc1)c1ccc2c(c1)OCCO2	-6.1%
COC(=O)/C=C1/C(=O)N/C(=N\c2nc(C)cc(C)n2)N1c1ccc(OC)cc1	-3.4%
COc1cccc(CNC(=O)Cc2ccc(-n3c(=O)[nH]c4ccccc4c3=O)cc2)c1	-3.2%
O=C1N/C(=C\c2ccsc2)C(=O)N1Cc1ccc(F)cc1	-6.6%
CCc1cc2c(SCC(=O)NC(=O)c3cccn3C)ncnc2s1	3.9%
Cc1ccc(-n2nc(C)cc2N)c(C)c1	6.0%
Additional compounds:
SMILES	ERK EGF block
CCC(=O)N(CC)c1nc(-c2cc(OC)ccc2OC)cs1	1.0%
Cc1sc(N/N=C/c2cccs2)nc1-c1ccccc1	16.4%
Cc1ccc(-c2cc(=O)c3ccc(F)cc3[nH]2)cc1	-9.9%[57.5 µM]
O=C1C2C3c4ccccc4C(c4ccccc43)C2C(=O)N1Cc1ccccn1 (stereo not drawn)	0.6%
CC(C)(C)NC(=S)NCc1ccncc1	-10.7%[57.5 µM]
COc1ccccc1NC(=S)NC(NC(=O)C(C)C)C(Cl)(Cl)Cl (stereo not drawn)	-3.3%
O=c1c(Cl)c(Cl)cnn1-c1ccccc1	2.7%
O=C(Cn1cc(C(F)(F)F)cc(Cl)c1=O)Nc1cc(Cl)cc(Cl)c1	-4.9%
COC(=O)c1cccc(NC(=S)NCc2ccc(F)cc2)c1	9.7%
N#C/C(=C\c1ccccc1)C(=O)Nc1nncs1	-2.0%[57.5 µM]
Cc1ccc(CNC(=O)Nc2ccc(C)cc2)cc1	-11.2%
CCN(CC)S(=O)(=O)c1ccc(N2CCCCC2)c(NC(=O)c2ccncc2)c1	3.1%
Cc1nn(CC#N)c(=O)n1-c1ccc(C(C)C)cc1	-8.3%
CCOC(=O)N1CCC(NS(=O)(=O)c2ccc(C#N)cc2)CC1	17.5%[57.5 µM]
Oc1ccc(-c2nncn2-c2ccccc2)cc1	6.8%
S=C(NCc1ccc(Cl)cc1)NC1CCCCC1	-1.1%
Nc1ccc(C(=O)OCC(=O)N2CCN(C(=O)c3ccco3)CC2)cc1[N+](=O)[O-]	10.6%
O=C(CCN1C(=O)C2C3CCC(C3)C2C1=O)Nc1ccc(Br)cc1 (stereo not drawn)	8.2%
O=C(Nc1ccc(Nc2ccncc2)cc1)c1ccc(Nc2ccnc3ccc([N+](=O)[O-])cc23)cc1	7.5%[57.5 µM]
NC(=O)c1cc(Br)cc(C2CCCCC2)c1O	-14.5%[57.5 µM]
O=C(CCc1nc2ccccc2s1)OCc1ccccc1	?
COc1ccc(NC2c3ncccc3C(=O)N2Cc2cccs2)cc1 (stereo not drawn)	-8.5%
CC(=O)NS(=O)(=O)c1ccc(NC(=O)c2cc(-c3cccs3)nc3ccccc23)cc1	2.4%
Cc1nc(Nc2ccccc2)c2nc(-c3ccccc3)n(CCCN3CCCCC3C)c2n1 (stereo not drawn)	17.5%

Among those listed so far, 7 have an NH in an aromatic ring:
SMILES	ERK EGF block
O=c1[nH]nc(SCc2nnc(-c3cccc(Cl)c3)o2)n1C1CCCCC1	22.9%[57.5 µM]
O=C(NCc1ccc(Cl)cc1)c1ccc(CSc2nc3ccncc3[nH]2)cc1	18.9%[57.5 µM]
O=C(CSc1n[nH]c(=O)[nH]c1=O)NCC1CCCCC1	5.5%[57.5 µM]
O=C(Cc1cccs1)N=Nc1c(O)[nH]c2ccccc12	5.4%[57.5 µM]
Cc1n[nH]c(=O)n1-c1ccc(OC(F)(F)F)cc1	-2.3%
COc1cccc(CNC(=O)Cc2ccc(-n3c(=O)[nH]c4ccccc4c3=O)cc2)c1	-3.2%
Cc1ccc(-c2cc(=O)c3ccc(F)cc3[nH]2)cc1	-9.9%[57.5 µM]

3 compounds already listed, sorted by formula weight, lowest first:
SMILES	ERK EGF block
S=C(NCc1ccc(Cl)cc1)NC1CCCCC1	-1.1%
O=C(CCc1nc2ccccc2s1)OCc1ccccc1	?
CC(=O)NS(=O)(=O)c1ccc(NC(=O)c2cc(-c3cccs3)nc3ccccc23)cc1	2.4%

Remaining list, next part
SMILES	ERK EGF block
COC(=O)CC1=C(C(=O)OC)[C@@H](c2ccccc2[N+](=O)[O-])C(C#N)=C(N)O1	10.1%[57.5 µM]
CC(=O)Nc1cccc(S(C)(=O)=O)c1	3.5%
CCOC(=O)C1(Cc2cccc(F)c2)CCN(Cc2cn(CC)nc2C)CC1	-14.0%[57.5 µM]
Cc1cccc(NC(=O)C23CCC(C)(C(=O)O2)C3(C)C)c1 (stereo not drawn)	-7.2%
COc1ccccc1N(CC(O)COc1ccccc1)S(=O)(=O)c1ccccc1 (stereo not drawn)	11.5%
COc1cccc(NC(=O)N2CCCC(C(=O)NCc3ccc(F)cc3)C2)c1 (stereo not drawn)	1.8%
CC[N+](C)(CC)CCC/C(=N/O)C(O)(c1ccccc1)c1ccccc1	7.2%[57.5 µM]
O=C(Nc1ccc(Cl)cc1)OCc1cn(-c2ccccc2)nn1	-1.7%
CC(=O)Nc1ccc(S(=O)(=O)NNC(=O)COc2ccc(C)cc2)cc1	-6.2%
C/C(Cc1ccccc1)=N\NC(=O)CNC(=O)c1ccccc1	-16.7%
O=C(O)c1nnn(-c2cc(C(F)(F)F)cc(C(F)(F)F)c2)c1-c1ccccc1	-4.2%[57.5 µM]
O=C(C1CCCN(S(=O)(=O)c2ccccc2)C1)N1CCCCCC1 (stereo not drawn)	-7.6%
O=C(c1ccco1)N1CCN(C(=O)N2CCCC2)CC1	?
COc1ccc(N(CC(=O)Nc2ccc3c(c2)OCO3)S(=O)(=O)c2ccc(F)cc2)cc1	7.5%
C=CCOc1ccc(C2C(C(=O)c3ccco3)=C(O)C(=O)N2c2nnc(C)s2)cc1 (stereo not drawn)	-4.1%
CS/C(N)=N/N=C/c1cc(Br)cc(Br)c1O	-3.4%[57.5 µM]
CCN(CC(=O)Nc1ccc(N2CCOCC2)cc1)CC(=O)NC(C)(C)C	5.2%
COc1ccccc1OCCC(=O)OCC(=O)c1c(N)n(C)c(=O)n(C)c1=O	1.7%
CCCc1cc2c(cc1NC(=O)c1ccc(C(C)(C)C)cc1)OCO2	?
COc1ccc(C(=NNc2ccccc2C(=O)O)c2ccc(OC)cc2)cc1	?
CN(C)c1ccc(C=NCCC2(c3ccccc3)CCOC(C)(C)C2)cc1 (stereo not drawn)	18.9%[57.5 µM]
CC1S/C(=N\N=C\c2cccc([N+](=O)[O-])c2)N(C(C)(C)C)C1=O (stereo not drawn)	-16.9%[57.5 µM]
O=C(Nc1ccccc1)N1CCN(C(=O)Nc2ccccc2)CC1	-0.1%
O[C@H](CCCN1CCN(c2ncc(F)cn2)CC1)c1ccc(F)cc1	-1.9%
COc1ccc(C(=O)NC2CCN(C(=S)Nc3cc(C)cc(C)c3)CC2)cc1	5.4%
CCOc1ccc(C(=O)/C=C/Nc2ccc(S(=O)(=O)N=C(N)N)cc2)cc1	4.4%
O=c1/c(=C/c2ccccc2)sc2nnc(-c3cccs3)n12	3.2%[57.5 µM]
CC(CCc1ccccc1)NC(=O)COc1cc(F)ccc1[N+](=O)[O-] (stereo not drawn)	-1.2%[57.5 µM]
COc1ccccc1CCn1cnc2c3cc(C)ccc3n(C)c2c1=O	7.0%[57.5 µM]
Cc1ccc(C(=O)Oc2cc(C)[nH]c(=O)c2[N+](=O)[O-])cc1	3.3%
O=C(CNCc1cccs1)Nc1ccc(S(=O)(=O)N2CCCCC2)cc1	1.5%
CCOC(=O)c1ccc(NC(=O)c2ccccc2[N+](=O)[O-])cc1	4.6%
O=c1c(Cc2ccc(F)cc2)c(O)ccn1Cc1ccc(F)cc1	-4.3%
COc1ccc(-c2csc(NC(=O)CSc3ncn[nH]3)n2)cc1OC	-6.3%
COc1ccc(OC)c2c(=S)c3ccccc3[nH]c12	-0.7%
Cc1cc(C)[n+]2n1C(=O)C(c1ccccc1)=C2[O-]	-0.1%&-0.9%
CN(Cc1cccnc1)C(=O)CNC(=O)c1ccc(Cl)cc1Cl	-3.3%
CC1CC2(C)Oc3ccccc3C3OCC1(COC(=O)Nc1ccccc1)C(C)C32 (stereo not drawn)	-13.4%
Cc1ccc(C)n1-c1ccc(-c2ccn[nH]2)cc1	3.5%
CCOC(=O)c1cn[nH]c1C(F)(F)F	-10.7%[57.5 µM]
COc1cc(C(=O)Nc2ccc(C)cn2)c([N+](=O)[O-])cc1OC	0.6%
O=C(N/N=C/c1cccc(O)c1)c1ccccc1O	-18.3%[57.5 µM]
COc1ccc(NC(=S)NNc2ccc([N+](=O)[O-])cc2S(=O)(=O)Nc2ccc(C)cc2C)cc1	?
COc1ccccc1CN1C[C@@H]2C[C@@H](c3ccc(C)cc3)N3CCC[C@@]23C1=O	-4.2%
NC(=O)/C(=C\c1ccccc1)NC(=O)c1ccc(NC(=O)c2ccccc2)cc1	-4.9%[57.5 µM]
